Screens deposited in PubChem by several laboratories.
HMGR II inh = E. faecalis class II HMG-CoA reductase inhibition; purified E. faecalis HMGR, NADPH absorbance 340 nm kinetic; inhibition, % at 10 µM; 190,000 compounds, 0.41% hits;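 active = inhibition above a set limit, the median over all tested compounds plus 3 SD, cut at about 9.5% in these data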;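 also: enzyme runs in reverse so mevalonate oxidation gives rising NADPH absorbance; 0% = complete reaction with DMSO and 100% = background rate lacking mevalonate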
TNAP inh no acc = inhibitors of human TNAP without phosphate acceptor; P05186; purified TNAP, CDP-star luminescence, 30 min; inhibition, % at 20 µM; 200,000 compounds, 0.26% hits;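 active = tissue-nonspecific alkaline phosphatase inhibition above about 50% at 20 µM in the single-dose screen, limit read from the data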;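 also: 0% = DMSO negative control and 100% = EDTA positive control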
Target sequence (P05186 whole entry, looked up): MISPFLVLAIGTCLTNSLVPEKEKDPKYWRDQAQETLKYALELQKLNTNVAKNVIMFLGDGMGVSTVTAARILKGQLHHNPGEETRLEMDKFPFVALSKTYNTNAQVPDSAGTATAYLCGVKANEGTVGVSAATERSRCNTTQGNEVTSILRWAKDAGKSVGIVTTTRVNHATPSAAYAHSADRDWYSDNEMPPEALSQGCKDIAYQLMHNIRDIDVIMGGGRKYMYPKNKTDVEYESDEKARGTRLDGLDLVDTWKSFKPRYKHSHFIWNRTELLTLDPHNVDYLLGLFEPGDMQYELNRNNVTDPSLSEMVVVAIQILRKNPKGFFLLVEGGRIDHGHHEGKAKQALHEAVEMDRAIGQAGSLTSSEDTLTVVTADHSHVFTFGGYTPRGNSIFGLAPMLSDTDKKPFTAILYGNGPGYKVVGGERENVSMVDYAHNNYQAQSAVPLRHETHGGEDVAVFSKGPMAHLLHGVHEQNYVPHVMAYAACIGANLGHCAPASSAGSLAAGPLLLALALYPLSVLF
TNAP inh hi DEA = inhibitors of human TNAP at high phosphate acceptor concentration. P05186. purified TNAP, CDP-star luminescence, 1 M DEA. inhibition, % at 20 µM. 200,000 compounds, 0.03% hits. AID 1135;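 active = over 50% inhibition of tissue-nonspecific alkaline phosphatase at 20 µM in the single-dose screen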;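 also: plate controls were DMSO wells for no effect and EDTA-quenched wells as full inhibition for full effect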
PMI act hi M6P = increases human PMI activity with near-saturating mannose 6-phosphate | coupled PMI enzyme assay, resazurin fluorescence, 20 min; stronger effect = higher value; 1 = untreated enzyme, 0 = substrate-free blank | activation factor at 20 µM | 190,000 compounds, 0.34% hits;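 active = activation factor of 2 or more at 20 µM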
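Material: human phosphomannose isomerase with PGI, G6PDH, diaphorase coupling enzymes. Quantity: 15 ng/mL PMI. Medium: HEPES pH 7.4 buffer with MgCl2 and Tween-20. Reagent: Near-saturating mannose-6-phosphate, 1.0 mM. Compound: 20 µM single dose. Times: enzyme reaction with compound 20 min at room temperature. Detection: resorufin fluorescence at Ex 544/Em 590 nm.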
Diaph act CS = diaphorase activation or chemical reduction counter-screen; Diaphorase/resazurin coupled assay, resorufin fluorescence, 16 min; stronger effect = higher value; 1 = vehicle wells, 0 = NADH-free wells; activation factor at 20 µM; 190,000 compounds, 0.005% hits;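 active = diaphorase activity raised at least twofold by the compound at 20 µM; inactive = activation factor below 2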
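Test system: Clostridium kluyveri diaphorase, purified enzyme; input: enzyme 0.07 U/mL final; buffer or medium: 50 mM HEPES pH 7.4 with 4.542 mM MgCl2, 0.005% Tween 20; also added: 0.114 mM NADH and 0.1 mM resazurin, final amounts; schedule: 16 min enzyme reaction, ambient temperature; technique: fluorescence of resorufin, 544 nm excitation, 590 nm emission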
PMI act = activators of human phosphomannose isomerase; AID 1214; 190,000 compounds, 0.005% hits; purified human PMI, coupled resazurin fluorescence, 20 min; stronger effect = higher value; 1 = vehicle control, 0 substrate-free wells; P34949; activation factor at 20 µM;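 active = activation factor of 2 or more at 20 µM, relative to plate controls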
TNAP act hi DEA = TNAP (human) activation, high acceptor; P05186; purified TNAP, CDP-star luminescence, 1 M DEA, 30 min; stronger effect = higher value; 0 = EDTA background, 1 = DMSO-only activity; activation factor at 20 µM; 200,000 tested, under 10 active;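 active = activation factor at least 2 at 20 µM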
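system = human TNAP | amount = enzyme diluted 1/800 final | reagent = 100 µM CDP-star substrate | signal = luminescent substrate turnover signal | dosing = one dose, 20 µM | benchmarks = EDTA negative control, DMSO positive control | measure = activation factor | timing = 30 min reaction, room temperature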
Diaph inh CS = diaphorase inhibition or chemical oxidation counter-screen; inhibition, % at 20 µM; diaphorase resazurin-to-resorufin fluorescence, NADH, 16 min; bacterial (C. kluyveri) enzyme, not human; 190,000 compounds, 0.69% hits;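 active = primary screen inhibition at 20 µM above a set limit, cut at about 50% in these data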;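 also: plate controls were DMSO with full reaction for no effect and wells lacking NADH for full effect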
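material = Clostridium kluyveri diaphorase enzyme | amount = 0.14 U/mL diaphorase, enzyme working solution | schedule = incubation 16 min, room temperature | detection = fluorescence of resorufin formed from resazurin, Ex 544/Em 590 nm | benchmarks = positive control minus NADH, DMSO neutral control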
G6PDH counter = L. mesenteroides G6PDH inhibition counter-screen; Purified L. mesenteroides G6PDH, diaphorase/resazurin coupled fluorescence, 45 min; inhibition, % at 5 µM; 200,000 compounds, 0.12% hits; in the data active = inhibition above about 50%
FLuc act counter = firefly luciferase counter-screen for stimulation assays; P08659; ATPlite luciferase biochemical, luminescence, 10 min; 0 = ATP-free wells, 1 = DMSO control; activation factor at 10 µM; 200,000 tested, under 10 active; AID 1027;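 active = luciferase activation factor, scaled between plate controls, of at least 2 with compound at 10 µM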
Target sequence (P08659 whole entry, looked up): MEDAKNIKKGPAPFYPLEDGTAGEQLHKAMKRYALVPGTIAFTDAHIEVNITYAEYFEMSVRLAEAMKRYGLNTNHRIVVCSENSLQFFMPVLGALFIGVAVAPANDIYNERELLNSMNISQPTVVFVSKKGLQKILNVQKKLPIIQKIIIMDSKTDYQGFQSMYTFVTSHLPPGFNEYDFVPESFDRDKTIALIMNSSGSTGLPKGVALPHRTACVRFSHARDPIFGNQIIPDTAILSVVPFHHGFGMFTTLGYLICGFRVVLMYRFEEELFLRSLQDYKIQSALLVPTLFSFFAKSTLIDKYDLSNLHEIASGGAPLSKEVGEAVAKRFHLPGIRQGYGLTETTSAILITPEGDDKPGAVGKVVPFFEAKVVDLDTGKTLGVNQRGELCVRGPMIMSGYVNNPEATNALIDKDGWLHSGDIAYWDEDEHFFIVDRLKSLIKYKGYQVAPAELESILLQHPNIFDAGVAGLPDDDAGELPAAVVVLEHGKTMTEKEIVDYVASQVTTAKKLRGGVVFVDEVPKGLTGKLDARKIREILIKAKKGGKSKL
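System: cell-free luciferase reagent; medium: PBS as buffer for the ATP substrate; doses: test compounds dosed from 2 mM stocks in 100% DMSO; incubation: 10 min, room temperature; measured by: luminescence from luciferase reaction; read-out: luciferase activation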
Numbers without * were called inactive.

Second line of a record – HMGR II inh, TNAP inh no acc, TNAP inh hi DEA, PMI act hi M6P, Diaph act CS, PMI act, TNAP act hi DEA, Diaph inh CS, G6PDH counter, FLuc act counter
- O=C(NC1CC2CCC(C1)N2Cc1nnnn1Cc1ccco1)NC12CC3CC(CC(C3)C1)C2 (stereo unspecified)
  1, -76, -12, 0.9, 0.8, 0.9, 1.1, 16, 2, 1.1
- COc1ccccc1CN1CCNC(=O)C1CC(=O)NCCC1=CCCCC1 (stereo unspecified)
  0, -14, -10, 0.9, 1.2, 1.1, 1.1, -21, 14, 1.1
- Cc1nn(Cc2cccc(C(=O)NCC(C)C)c2)c(C)c1Br
  -5, 1, 2, 0.8, 0.8, 0.9, 1, 18, 6, 1
- O=C(Nc1ccccc1-c1ccccc1)c1ccc(Cl)c([N+](=O)[O-])c1
  -5, -8, 2, 1, 1, 0.8, 1, 4, 6, 1.1
- O=C(NCc1ccco1)c1ccc2c(c1)C(=O)N(Cc1ccccc1)C2=O
  0, -6, 0, 0.9, 0.9, 0.9, 1, 14, -9, 1
- CCC(=NCCc1ccc(OC)c(OC)c1)C1=C(O)CC(C)(C)CC1=O
  1, -11, 0, 1.1, 0.9, 1.1, 1, 9, 6, 1.1
- C/C(=N\NC(=O)CC#N)c1cc2ccccc2oc1=O
  1, 6, -2, 1.3, 1, 1.2, 1, -1, 4, 1
- C=CCN(CC=C)C(=O)c1cc2ccccc2c(=O)o1
  -2, -7, 0, 1, 1, 1, 1, 1, -4, 1
- CCCn1nnnc1NC(=O)COc1ccc(Br)cc1
  -3, -13, -6, 1, 1, 1, 1.1, 3, -3, 1.1
- O=C(CSc1ccc([N+](=O)[O-])cn1)Nc1ccc(N2CCOCC2)cc1
  -12, -5, -4, 1.1, 1.1, 1.1, 1, -14, 9, 1
- Cc1cc(NC(=O)CSc2ncccn2)no1
  -1, -15, -2, 1, 1, 1.1, 1, 2, 7, 1
- CC(=O)c1ccc(OCC(O)CN2C(C)CCCC2C)cc1 (stereo unspecified)
  2, -14, -9, 1, 0.9, 1, 1.1, 13, 3, 1
- c1ccc2nc3ccccc3nc2c1
  -8, 10, 3, 1.6, 1, 1.6, 1, 2, -1, 1
- COc1ccc(C(=O)Nc2ccc3c(c2)nc(CN2CCCC2)n3C)cc1
  0, -16, -4, 0.9, 1.1, 0.9, 1, -8, 6, 1
- O=C(Cc1ccc(Cl)c(Cl)c1)Nc1cccc(S(=O)(=O)N2CCOCC2)c1
  -1, -15, 0, 1, 0.9, 1, 1, 13, 7, 1.1
- NNC(=O)c1sc2cc(C(F)(F)F)cnc2c1-c1cccs1
  -1, -10, -4, 0.9, 0.8, 0.9, 1, 23, 9, 1
- CCCn1nnnc1-c1cccc(Cl)c1
  -4, -5, 1, 1, 0.9, 1, 1, 7, 4, 1
- COC(=O)Oc1ccc(/C=C/C(=O)OC(C)C)cc1OC(=O)OC
  -8, 15, 11, 0.9, 0.9, 0.8, 0.9, 11, 18, 1
- CC(C)(C)c1cc(NC(=O)c2cccnc2)no1
  -3, 2, 0, 1, 1, 1, 1, 2, -5, 0.9
- Cc1cc(N2CCCC2)nc2ccc(NC(=S)NCCCOC(C)C)cc12
  -6, -9, -3, 1, 1.1, 1, 1, -9, 2, 1.1
- O=C1CCCN1c1ccc(S(=O)(=O)Oc2cccc(Cl)c2)cc1[N+](=O)[O-]
  1, -5, -2, 1, 0.9, 0.9, 1, 13, 6, 1.1
- Cc1ccoc1C(=O)NCCCNC(=O)c1occc1C
  2, -1, -4, 0.6, 1, 1, 1, 2, 36, 1
- CC(C)(C)NC(=O)Nc1ccc(Cn2cc(C(F)(F)F)ccc2=O)cc1
  6, -6, 0, 1, 0.9, 1, 1, 6, 7, 1
- COc1ccccc1C(=O)CSc1cccc[n+]1[O-]
  -9, -1, 2, 1, 1.1, 1.1, 1, -12, -4, 1
- CCNC(=S)N1CCN(CCN=CC2=C(O)CC(c3cccs3)CC2=O)CC1 (stereo unspecified)
  -4, -30, -4, 1, 0.9, 0.9, 1, 11, 4, 1.1
- CN(Cc1cccs1)S(=O)(=O)c1cccs1
  -3, -5, -3, 1, 0.9, 0.8, 1, 6, 10, 1
- O=C(CCC1COc2ccccc2O1)NCc1ccccc1 (stereo unspecified)
  -3, -11, -5, 1, 0.9, 0.9, 1, 9, 1, 1.1
- CCOC(=O)c1c(-c2ccc(C)o2)csc1N
  0, -7, 0, 0.5, 0.9, 0.8, 1, 12, 14, 1
- COc1ccc(CCC(C(O)C(F)(F)F)S(=O)c2ccccc2)cc1 (stereo unspecified)
  -3, -11, -3, 1.4, 0.9, 1, 1, 10, -6, 1.1
- CC(NS(=O)(=O)c1ccc(CCC(=O)NCc2ccco2)cc1)c1ccccc1 (stereo unspecified)
  2, -5, 0, 1, 0.9, 1, 1, 8, 7, 1

Some entries already given, showing only Diaph act CS, Diaph inh CS and G6PDH counter:
smiles | Diaph act CS | Diaph inh CS | G6PDH counter
CCCn1nnnc1NC(=O)COc1ccc(Br)cc1 | 1 | 3 | -3
O=C(CSc1ccc([N+](=O)[O-])cn1)Nc1ccc(N2CCOCC2)cc1 | 1.1 | -14 | 9
Cc1cc(NC(=O)CSc2ncccn2)no1 | 1 | 2 | 7

Remaining list, next part
Second line of a record – HMGR II inh, TNAP inh no acc, TNAP inh hi DEA, PMI act hi M6P, Diaph act CS, PMI act, TNAP act hi DEA, Diaph inh CS, G6PDH counter, FLuc act counter
- COc1nc(OCCNC(=O)Nc2ccccc2)nc(N(C)C)n1
  0, -5, -9, 1, 1, 1, 1.1, -4, 4, 1
- CCCNC(=O)c1cc(-c2ccc(OC)cc2)on1
  1, 0, 1, 1, 0.9, 1, 1, 9, 5, 0.6
- CCOc1cc(C2C(C(C)=O)=C(O)C(=O)N2CCc2c[nH]c3ccccc23)ccc1O (stereo unspecified)
  -2, -10, -6, 1, 0.9, 1, 1.1, 7, 6, 1.1
- COCCn1c(C)cc(C(=O)COc2nc3ccccc3nc2C)c1C
  -8, -17, -3, 0.9, 0.9, 0.9, 1, 14, -2, 1
- CC1CC(C)(C)NC(=S)N1CCCC(=O)NCCc1ccc(Cl)cc1 (stereo unspecified)
  -2, 2, -3, 1, 0.9, 1, 1, 11, 0, 1
- COc1ccc(CCNC2=C(Cl)C(=O)N(CCc3ccccc3)C2=O)cc1OC
  -7, -3, -7, 0.9, 0.8, 0.9, 1.1, 16, 10, 1.1
- Cc1ccccc1NC(=O)Cc1ccccc1
  4, -6, 3, 1.1, 0.9, 1, 1, 6, 0, 1
- Cc1cc(C(F)(F)F)nn1CC(=O)N1CCOCC1
  -5, -3, 3, 1.1, 1.1, 1.1, 1, -6, 0, 1
- N#Cc1nc(-c2ccccc2F)oc1NCCc1ccccc1
  -3, -8, -2, 0.9, 0.8, 0.9, 1, 18, 7, 1
- CC(/C=N/N1C(=O)CSC1=S)=C\c1ccccc1
  -2, -13, 2, 0.9, 0.7, 0.9, 1, 32, 5, 1
- O=C(c1ccc(N2CCN(C3CC(=O)N(c4ccc(F)cc4)C3=O)CC2)cc1)c1cccnc1 (stereo unspecified)
  -5, -8, 2, 1, 0.9, 1, 1, 9, -3, 1.1
- CCN(CC)C(=O)N(CC)Cc1ccccc1
  1, -10, -1, 0.8, 1, 1.1, 1, 5, 1, 1
- Cc1[nH]c2ccc(-c3n[nH]c(=S)n3-c3ccccc3)cc2c1C
  1, -11, -7, 1, 0.8, 1, 1.1, 23, -4, 1
- O=C(OCC(=O)N1CCN(c2ccccc2)CC1)c1ccc2ccccc2n1
  -2, -10, -5, 1.3, 0.9, 1.2, 1, 7, 6, 1
- CS(=O)(=O)N(CC(=O)Nc1ccc(Cl)c(Cl)c1)C1CCCCC1
  -2, -17, -4, 0.9, 0.8, 0.9, 1, 19, 15, 1.1
- CCOP(=O)(OCC)c1nc(-c2ccc(F)cc2)oc1NCc1ccccc1
  -2, -1, -2, 0.8, 0.7, 0.9, 1, 28, 3, 1
- CSc1ccc(/C=C(\C#N)C(=O)NC2CCCCC2)cc1
  -1, -23, -3, 1, 1, 0.9, 1, 0, -15, 1.1
- COCC(C)OC(=O)/C(C#N)=C\c1coc2ccc(C)cc2c1=O (stereo unspecified)
  -5, -14, 0, 0.8, 0.8, 0.9, 1, 16, 6, 1
- O=C(CCN1C(=O)CSC1=O)Nc1ccccc1
  -1, -9, -1, 0.9, 0.9, 0.9, 1, 9, 2, 1
- O=C(NCCCN1CCOCC1)c1cnn2c(-c3ccccc3)cc(-c3ccccc3)nc12
  1, 6, -4, 1.1, 0.9, 1.1, 1, 6, 7, 1.1
- COc1ccc(-c2nnc3sc(-c4ccco4)nn23)cc1OC
  0, -3, 4, 0.9, 0.8, 0.8, 1, 19, 5, 1
- O=C(NCc1ccc2c(c1)OCO2)c1ccc(NC(=O)C2CCCO2)cc1 (stereo unspecified)
  -7, -9, 0, 1, 0.9, 0.9, 1, 13, 5, 1
- CCN1CCN(Cc2nc3c(c(=O)n(C)c(=O)n3C)n2Cc2cccc3ccccc23)CC1
  0, -7, -5, 1, 1, 1, 1, 2, -25, 1.1
- COc1ccc(OC(C)C(=O)Nc2ccc([N+](=O)[O-])cc2)cc1 (stereo unspecified)
  -5, -11, -6, 0.9, 0.7, 0.9, 1.1, 28, -1, 1.1
- CCOC(=O)c1sc2ncnc(NCc3ccco3)c2c1C
  2, -9, 0, 1, 0.7, 0.9, 1, 30, 8, 1
- Cc1ccc(NC(=O)c2oc3ccccc3c2NC(=O)C2CCCO2)cc1C (stereo unspecified)
  1, 0, -4, 1, 1, 1.1, 1, 0, -4, 1
- Cc1cccc(C)c1NC(=O)C(NC=O)c1ccccc1 (stereo unspecified)
  1, -3, 1, 0.9, 0.9, 0.9, 1, 7, 6, 1
- O=C(COC(=O)c1cnccn1)c1ccc(OC(=O)c2ccccc2)cc1
  0, 6, 2, 1, 0.9, 1, 1, 6, -3, 1
- O=S(=O)(c1cccc2cccc(Cl)c12)N1CCCC1
  -8, -5, -2, 0.9, 1, 1, 1, -2, 10, 1
- Cc1nc2ccccc2c(=O)n1/N=C/c1ccc(O)cc1O
  0, -4, 0, 1.3, 1, 1.2, 1, -2, 11, 1
- CC(C)N(C(=O)COC(=O)CNS(=O)(=O)c1ccccc1F)c1ccccc1
  -4, -14, -4, 0.9, 1, 1, 1, 1, 5, 1.1
- CCOC(=O)C1=CN(CC2CCCO2)C=C(C(=O)OCC)C1c1ccccc1C(F)(F)F (stereo unspecified)
  2, -23, -13, 0.9, 0.8, 0.9, 1.1, 16, 8, 1
